TNAP act hi DEA – increases human TNAP activity under high phosphate acceptor concentration | purified TNAP, CDP-star luminescence, 1 M DEA, 30 min; stronger effect = higher value; 0 = EDTA background, 1 = DMSO-only activity | activation factor at 20 µM | AID 1136 | P05186 | 200,000 tested, under 10 active;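 active = activation factor at least 2 at 20 µM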
Target sequence (P05186 whole entry, looked up): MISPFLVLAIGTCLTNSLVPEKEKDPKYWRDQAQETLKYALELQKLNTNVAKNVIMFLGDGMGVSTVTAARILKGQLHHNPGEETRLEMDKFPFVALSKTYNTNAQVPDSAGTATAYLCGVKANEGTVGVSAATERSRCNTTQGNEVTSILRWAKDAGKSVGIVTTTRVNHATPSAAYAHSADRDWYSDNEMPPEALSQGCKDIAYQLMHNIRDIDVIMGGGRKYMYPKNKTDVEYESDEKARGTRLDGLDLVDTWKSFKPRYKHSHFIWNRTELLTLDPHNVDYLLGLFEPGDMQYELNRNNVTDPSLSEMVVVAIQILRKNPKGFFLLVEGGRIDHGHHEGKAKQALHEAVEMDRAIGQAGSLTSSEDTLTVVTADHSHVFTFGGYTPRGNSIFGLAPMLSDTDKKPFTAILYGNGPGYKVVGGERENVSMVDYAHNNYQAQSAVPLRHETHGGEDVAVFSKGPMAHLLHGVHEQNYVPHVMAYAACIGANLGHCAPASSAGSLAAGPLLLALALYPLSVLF
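Control set: EDTA negative control, DMSO positive control / Assay system: human TNAP / Quantity: TNAP 1/800 final / Evaluation: TNAP activation factor scaled between EDTA and DMSO control wells / Measured by: luminescent substrate turnover signal / Compound dosing: one dose, 20 µM / Times: 30 min enzyme reaction at room temperature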
STAT3 blocker – reduces IL-6 driven STAT3 reporter signal; inhibition, % at 5.5 µM; 0.89% of 190,000 active; AID 862; U3A cells, IL-6 STAT3-luciferase reporter, luminescence; host cell line lacks STAT1;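 active = inhibition above the mean inhibition across all screened compounds plus 3 SD, cut at about 44% in these data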;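 also: 0% = DMSO only wells and 100% = 100 µM nifuroxazide control wells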
PPARg SRC-3 ag – PPARgamma-driven SRC-3 recruitment agonism; P37231; biochemical PPARgamma/SRC-3 coactivator recruitment assay; activation, % at 8 µM; 0.26% of 200,000 active; in the data active = activation above about 23%;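 also: 0% = DMSO and 100% = reference agonist; some compounds past the cut are filed as inactive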
bIAP inhibitor – blocks bovine intestinal alkaline phosphatase activity; 190,000 tested, under 10 active; inhibition, % at 20 µM; purified bovine IAP, CDP-star luminescence, 30 min;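 active = over 50% inhibition of intestinal alkaline phosphatase at 20 µM in the single-dose screen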
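System: Purified bovine intestinal alkaline phosphatase (IAP) enzyme | Input: IAP diluted 1/65,000,000 in the well | Also added: CDP-star chemiluminescent phosphatase substrate, 30 µM final | Dosing: 20 µM single dose | Times: Enzyme reaction for 30 min at room temperature | Detection: Luminescence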
bIAP activator – increases bovine intestinal alkaline phosphatase activity; 0.17% of 200,000 active; purified bovine IAP, CDP-star luminescence, 30 min; stronger effect = higher value; fold of DMSO-control signal, blank-subtracted; activation factor at 20 µM; AID 1016;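 active = activation factor of 2 or more at 20 µM, a signal rise over negative controls twice the positive control's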
TR-FRET SRC-2 ct – counter-screen for PPARgamma SRC-2 recruitment agonists: TR-FRET artefact; TR-FRET ratio at 8 µM; 0.4% of 200,000 active; stronger effect = higher value; in the data active = TR-FRET ratio above about 2000; also: inactives centre near 1500
ROMK mod – modulates human ROMK potassium channel activity. Tet-inducible ROMK, thallium flux fluorescence; actives lie on both sides. B-score at 10 µM. 2% of 130,000 active. AID 1918;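 active = signal ratio slope over the read window, or its plate-corrected B-score, at least 3 SD from the plate mean, either direction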;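 also: B-score of the F/F0 ratio slope over 7 to 12 s after thallium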
Target sequence (P48048 whole entry, looked up): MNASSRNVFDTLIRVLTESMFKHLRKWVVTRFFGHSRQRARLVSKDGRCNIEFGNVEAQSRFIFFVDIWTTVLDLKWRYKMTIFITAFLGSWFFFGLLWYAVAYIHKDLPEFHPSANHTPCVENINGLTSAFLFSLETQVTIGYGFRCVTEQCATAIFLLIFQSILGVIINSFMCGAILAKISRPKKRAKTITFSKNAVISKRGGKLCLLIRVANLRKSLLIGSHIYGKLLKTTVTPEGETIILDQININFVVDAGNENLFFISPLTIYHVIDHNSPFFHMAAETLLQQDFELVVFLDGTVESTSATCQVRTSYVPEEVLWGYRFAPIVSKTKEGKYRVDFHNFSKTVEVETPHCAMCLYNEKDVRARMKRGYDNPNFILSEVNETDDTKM
PPARg SRC1 recr – PPARgamma-driven SRC-1 recruitment agonism; 0.41% of 200,000 active; P37231; AID 631; activation, % at 8 µM; PPARgamma-SRC-1 coactivator recruitment biochemical assay; in the data active = activation above about 19%;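 also: 0% = DMSO and 100% = reference agonist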
PPARg SRC2 recr – promotes SRC-2 coactivator recruitment by human PPARgamma. PPARgamma LBD-SRC-2 recruitment, biochemical. 0.34% of 200,000 active. activation, % at 8 µM. AID 1032; in the data active = activation above about 22%;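 also: 0% = vehicle and 100% = reference agonist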
STAT1 inh – reduces IFN-gamma driven STAT1 reporter signal | inhibition, % at 5.5 µM | 0.35% of 200,000 active | NIH 3T3 STAT1-luciferase reporter, luminescence | AID 920;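 active = inhibition above a set limit, the mean inhibition across all tested compounds plus 3 SD, cut at about 34% in these data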;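 also: 0% = IFN-gamma with DMSO and 100% = IFN-gamma with 300 µM nifuroxazide; values of inactives mirror those of a sister screen read the other way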
STAT3 act – increases IL-6 driven STAT3 reporter signal | U3A cells, IL-6 STAT3-luciferase reporter, luminescence; 100% = signal with IL-6 EC80 alone | 0.91% of 190,000 active | activation (% of control), % at 5.6 µM;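 active = activation above the screen-wide mean of compound activation plus 3 SD, cut at about 130% in these data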;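 also: 0% = background luminescence of wells with medium and substrate only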
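Test system: human U3A cells carrying STAT3-luciferase construct; control set: IL-6-only wells as 100% reference; timing: compound pre-incubation 1 h before IL-6, then 6 h stimulation at 37 °C; also added: IL-6 stimulus at 33 ng/mL final; evaluation: % activation versus median of IL-6-stimulated wells; detection: reporter luminescence signal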
The depositor's hits bear a star; nt = not tested or not shown.

mol,STAT1 inh,STAT3 blocker,PPARg SRC2 recr,STAT3 act,bIAP activator,bIAP inhibitor,TNAP act hi DEA,ROMK mod,PPARg SRC1 recr,TR-FRET SRC-2 ct,PPARg SRC-3 ag
Cc1ccc(-c2nnn(CC(=O)O)n2)cc1,-1,-2,-1,104,0.9,12,1,0.076,-8,1472,1
O=c1oc(-c2ccccc2)nc2sc3c(c12)CCC3,-10,2,-4,101,1,3,1,-0.01,4,1552,-6
O=C(/C=C/c1ccccc1)NC(NC(=S)Nc1ccc(Cl)cc1Cl)C(Cl)(Cl)Cl (stereo unspecified),-4,0,3,103,1,5,1,nt,-2,1475,-6
O=C(Nc1ccc(C(=O)O)cc1)/C(=C/c1ccc([N+](=O)[O-])cc1)NC(=O)c1ccccc1,4,10,8,93,1.1,-6,1,-0.024,3,1563,5
c1ccc(-c2noc(CSc3nnnn3-c3ccccc3)n2)cc1,-5,3,-7,105,0.5,47,1,nt,0,1412,1
O=C(/C=C/c1ccccc1)NCCSCc1ccc(Cl)cc1,0,2,-3,102,1,-2,1,0.11,0,1391,-4
CCOC(=O)CCSc1nc(-c2ccccc2)cc(C(F)(F)F)n1,2,8,2,95,0.6,45,1,nt,8,1329,2
CCC(=O)NCCNC(=O)c1c(SC)nsc1SC,-11,11,4,93,1,4,1.1,nt,0,1714,-4
O=C(OCC(=O)N1CCCc2ccccc21)c1ccc(Cl)nc1,0,16,6,88,0.9,11,1,0.82,0,1567,1
Cc1ccc(NC(=O)CCC(=O)NNC(=O)c2ccccc2)c(C)c1,-3,-8,1,109,1,1,1.1,0.21,-1,1491,-2
CC(C)CCn1c(CN2CCOCC2)nc2c1c(=O)n(C)c(=O)n2C,5,-5,-1,104,1,2,1,nt,0,1493,0
CCOC(=O)c1sc(C)c2c1NC1(CCCCCC1)NC2=O,5,10,-2,94,1,4,1,nt,6,1511,-11
O=C(NNC(=O)c1sccc1-n1cccc1)c1ccc(Cl)cc1,4,31,9,79,1,2,1,nt,-2,1614,17
Cc1cccc(C#N)c1NC1=CC(=O)CC(C)(C)C1,-7,3,2,100,1,1,1.1,nt,2,1635,-15
O=c1[nH]nc(SCc2nc3ccccc3s2)n1C1CC1,-23,-30,2,127,1.2,-19,1,0.41,4,1762,-5
COc1cccc(-c2cc(C(=O)N3C(C)CCCC3C)no2)c1 (stereo unspecified),-40,-20,4,125,1.1,-14,1.1,-0.72,0,1459,4
Cc1cc(NC(=O)CSc2ncnc3c2cnn3-c2ccccc2)no1,-6,21,2,86,1,-2,1,-0.36,4,1789,7
COC(=O)CN1C(=S)N(c2ccc(F)cc2)C(=O)C1CC(=O)Nc1ccccc1 (stereo unspecified),-9,2,2,103,1.1,-7,1.1,-0.27,-2,1304,0
O=[N+]([O-])c1ccc(O)c(/C=N/n2cnc3ccccc32)c1,-6,-1,-3,100,0.9,9,0.9,nt,-10,1545,-2
CCC(=O)NC(=S)Nc1ccc(NC(=O)c2cc3ccccc3o2)c(OC)c1,-5,27,2,79,1,2,1,1.8,9,1685,1

2 compounds picked at random from the list so far:
mol,STAT1 inh,STAT3 blocker,PPARg SRC2 recr,STAT3 act,bIAP activator,bIAP inhibitor,TNAP act hi DEA,ROMK mod,PPARg SRC1 recr,TR-FRET SRC-2 ct,PPARg SRC-3 ag
O=C(/C=C/c1ccccc1)NCCSCc1ccc(Cl)cc1,0,2,-3,102,1,-2,1,0.11,0,1391,-4
Cc1ccc(NC(=O)CCC(=O)NNC(=O)c2ccccc2)c(C)c1,-3,-8,1,109,1,1,1.1,0.21,-1,1491,-2

Next results:
mol,STAT1 inh,STAT3 blocker,PPARg SRC2 recr,STAT3 act,bIAP activator,bIAP inhibitor,TNAP act hi DEA,ROMK mod,PPARg SRC1 recr,TR-FRET SRC-2 ct,PPARg SRC-3 ag
CCOC(=O)C1(Cc2cccc(OC)c2)CCN(Cc2cccc(OC)c2O)CC1,4,8,-1,98,1,-3,1.1,0.53,1,1869,5
CC(NC(=O)CCc1ccccc1)c1cc2c(cc1Cl)OCCO2 (stereo unspecified),-6,16,-14,89,1,-2,1,0.0075,1,1373,-2
CCOC(=O)CCC(=O)c1c(C)oc2ccc(OC)cc12,-1,25,-1,81,0.9,10,1.1,nt,7,1342,4
c1ccc(Cc2nn3c(COc4ccccc4)nnc3s2)cc1,-9,-34,-1,134*,0.8,17,1,nt,6,1535,-1
CC(C)C(C(=O)Nc1sc2c(c1C#N)CCCCC2)N1C(=O)c2ccccc2C1=O (stereo unspecified),-1,4,9,102,0.9,6,1.1,nt,6,1457,4
c1csc(Cc2nc(-c3ccc(-n4cccc4)cc3)no2)c1,-9,13,8,93,nt,nt,nt,nt,-3,1709,-2
CCOc1ccc2c(c1)s/c(=N\S(=O)(=O)c1ccc(OC)cc1)n2C(F)F,11,4,3,97,0.9,13,1,0.2,0,1456,-7
CCN(CC)CC(=O)n1c2c(c3ccccc31)CCCC2,-9,-2,1,108,1.2,-15,1,nt,-1,1446,-5
COc1ccc2c(c1)C(=O)OC2CC(=O)O (stereo unspecified),-2,6,3,98,0.9,11,1,-0.28,-4,1297,-3
CN(CCc1ccccn1)C(=S)Nc1ccc(Cl)c(Cl)c1,-6,17,0,90,0.9,12,1,-0.71,4,1720,4
CCSc1nnc(NC(=O)CSc2nccn2-c2cc(C)cc(C)c2)s1,0,3,5,100,0.9,5,1,0.17,6,1452,4
CC1CC(C)CN(C(=O)COC(=O)c2ccc[nH]c2=O)C1 (stereo unspecified),3,9,9,97,0.9,11,1,0.77,-7,1378,-8
CSC(=NC#N)N1CCN(C(=NC#N)SC)CC1,29,8,-9,102,1,3,1,0.58,-3,1393,-3
CC(=O)Nc1ccc(NC(=O)CSc2nnnn2-c2ccc3c(c2)OCCO3)cc1,-4,17,-2,90,1,-1,1.1,-0.45,9,1709,-4
Cn1c(-c2sc3cc(C(F)(F)F)cnc3c2-c2ccccn2)n[nH]c1=S,-4,10,12,95,0.7,27,1.1,0.048,10,1690,10
COc1cc(N/C(N)=N/c2nc(C)cc(C)n2)c(OC)cc1Cl,14,18,0,88,1.1,-14,1,0.57,0,1295,1
CCCCCC(=O)Nc1sc(C)c(C)c1C#N,-2,-4,5,99,1.4,-39,1,nt,8,1480,-1
C=CCOc1c(Br)cc(CNc2ccc(NC(=O)C(C)C)cc2)cc1OCC,23,16,-1,86,0.9,5,1,nt,0,1549,3
O=C1N(CN2CCC3(CC2)OCCO3)c2ccccc2C12OCCCO2,-4,4,5,105,0.9,7,1,nt,3,1684,2
CCOc1ccc(N2C(=O)Nc3ccccc3C2(O)C(=O)NCc2ccco2)cc1 (stereo unspecified),1,5,-3,97,1,-2,1,-0.76,2,1697,2
COc1cc(OC)c(/C=N/NC(N)=S)cc1Br,-12,7,0,93,1.1,-5,1.1,1.5,-4,1520,1
CCOc1ccccc1Oc1coc2cc(OCC(=O)O)ccc2c1=O,-2,2,6,104,1.2,-17,1,0.065,7,1665,1
Cc1noc(C)c1COc1cccc(C(=O)Nc2ccc(C#N)cc2)c1,9,24,0,84,0.8,22,1,nt,-3,1575,-11
Nc1nc(Br)c2c(F)cccc2c1-c1ccc(F)cc1,9,15,8,93,0.9,9,1,nt,6,1746,13
C=CCNC1=C(Cl)C(=O)N(c2ccccc2Cl)C1=O,0,-9,4,108,0.9,10,1,nt,6,1541,4
CCC1(C)CC(CC(=O)O)(c2ccccc2OC)CCO1 (stereo unspecified),7,2,-4,104,0.9,7,1.1,nt,3,1754,6
C=CCn1cccc(C(=O)Nc2cc(OC)c(OC)c(OC)c2)c1=O,8,11,-7,97,1,-4,1,-0.95,-2,1357,-5
COc1ccc(Cl)cc1NC(=O)C(C)OC(=O)c1ccc(NS(=O)(=O)c2ccc3[nH]c(=O)[nH]c3c2)cc1 (stereo unspecified),6,-6,-2,103,1.1,-8,1,-1.6,2,1485,5
CCCc1ccc(-c2cc(C(=O)NCCc3ccc(S(N)(=O)=O)cc3)c3ccccc3n2)cc1,-29,-13,3,115,0.8,16,1,0.28,6,1459,-3
COc1cc(S(=O)(=O)n2nc(C)cc2C)c(OC)cc1Cl,-1,-25,1,122,0.8,17,1.1,nt,1,1481,-2
Cn1cc(SCC(=O)Nc2ccc3c(c2)OCCO3)c2ccccc21,11,8,8,101,0.8,21,1,nt,-1,1628,7
CC(C)c1onc(C(=O)N2CCCCCC2)c1[N+](=O)[O-],13,10,2,97,1.1,-10,1,-0.82,4,1529,4

Among those listed so far, these contain an aryl thioether with sulfur outside any ring.
mol,STAT1 inh,STAT3 blocker,PPARg SRC2 recr,STAT3 act,bIAP activator,bIAP inhibitor,TNAP act hi DEA,ROMK mod,PPARg SRC1 recr,TR-FRET SRC-2 ct,PPARg SRC-3 ag
c1ccc(-c2noc(CSc3nnnn3-c3ccccc3)n2)cc1,-5,3,-7,105,0.5,47,1,nt,0,1412,1
CCOC(=O)CCSc1nc(-c2ccccc2)cc(C(F)(F)F)n1,2,8,2,95,0.6,45,1,nt,8,1329,2
CCC(=O)NCCNC(=O)c1c(SC)nsc1SC,-11,11,4,93,1,4,1.1,nt,0,1714,-4
O=c1[nH]nc(SCc2nc3ccccc3s2)n1C1CC1,-23,-30,2,127,1.2,-19,1,0.41,4,1762,-5
Cc1cc(NC(=O)CSc2ncnc3c2cnn3-c2ccccc2)no1,-6,21,2,86,1,-2,1,-0.36,4,1789,7
CCSc1nnc(NC(=O)CSc2nccn2-c2cc(C)cc(C)c2)s1,0,3,5,100,0.9,5,1,0.17,6,1452,4
CC(=O)Nc1ccc(NC(=O)CSc2nnnn2-c2ccc3c(c2)OCCO3)cc1,-4,17,-2,90,1,-1,1.1,-0.45,9,1709,-4
Cn1cc(SCC(=O)Nc2ccc3c(c2)OCCO3)c2ccccc21,11,8,8,101,0.8,21,1,nt,-1,1628,7
